# ERb coact inh – inhibitors of ERβ-SRC1 coactivator interaction, primary screen, biochemical, TR-FRET, ERβ LBD, SRC-1 peptide; Estrogen receptor beta (Homo sapiens), Q92731; TR-FRET ER-beta LBD / SRC1-Cy5 peptide binding; receptor agonist-loaded with 1 µM estradiol; inhibition, % at 25.6 µM; 86,000 tested, 1.3% active; AID 633, 2007;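 active means compounds whose percent inhibition of the receptor-coactivator binding signal exceeds about 50% in the single-dose screen, limit read from the data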;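 further: 0% = receptor plus peptide wells without compound and 100% = peptide-only wells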
# H69AR inhibit – proliferation blockers of H69AR lung cancer cells, primary screen, cell-based, human, 86K library; 85,000 tested, 6% active; viability, % at 10 µM; H69AR lung tumor viability, ATP luminescence, 72 h; stronger effect = lower value;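 active means viability at or below 40%; inactive means viability above 40%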;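 further: multidrug resistant small cell line overexpressing MRP-1 efflux transporter; 100% = mean luminescence of untreated control wells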
# ERa coact pot – enhancers of ERα–SRC-1 coactivator binding, primary screen, biochemical, TR-FRET, ERα LBD, low estradiol; 86,000 tested, 1.3% active; TR-FRET ERalpha-LBD/SRC-Cy5 coactivator binding, 2 h; 100 = basal binding, no effect; AID 639, 2007; Estrogen receptor (Homo sapiens), P03372; coactivator binding (% of control), % at 25.6 µM; in the data active means activity above about 200%;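 further: binding measured in presence of low estradiol as agonist stimulus; 0% = peptide alone without receptor and 100% = receptor with peptide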
# HUVEC prolif 384 – inhibitors of HUVEC proliferation, primary screen, cell-based, 384-well | CellTiter-Glo luminescence, 72 h; stronger effect = lower value | viability, % at 10 µM (by protocol) | 86,000 tested, 1.1% active | AID 648, 2007;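 active means viability at or below 30%; inactive means viability above 30%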;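 further: 100% = median luminescence of DMSO-only cell control wells on each plate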
# Lung fibro prol – antiproliferative effect on LL 47 fibroblasts – human, LL 47 cells, CellTiter-Glo luminescence, primary screen; LL 47 human lung fibroblast viability, ATP luminescence; stronger effect = lower value; viability, % at 10 µM; 85,000 tested, 1.1% active; AID 719, 2007;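 active means viability at or below 50% in the single dose screen; inactive means viability above 50%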;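 further: compound exposure lasted 72 h before the ATP readout; 100% = median luminescence of untreated cell-only wells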
#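 test system = LL 47 human lung fibroblasts | amount = 1,150 fibroblasts seeded per well | medium = 15% FBS in IMEM | times = overnight cell rest, 72 h compound treatment at 37 °C | measured by = CellTiter-Glo luminescence measuring cellular ATP | read-out = viability percentage against median untreated-cell control | benchmarks = cell-only wells, no compound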
# Smad3 FoxH1 inh – Smad3/FoxH1 peptide binding inhibitors, primary screen, biochemical, TR-FRET; AID 630, 2007; Mothers against decapentaplegic homolog 3 (Homo sapiens), P84022; inhibition, % at 25 µM; TR-FRET Smad3/Dy647-FoxH1 peptide binding, europium anti-His; 88,000 tested, 0.29% active;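 active means compounds that reduce the energy-transfer binding signal between the protein and its labelled peptide by more than half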;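 further: 0% = Smad3 plus labelled peptide maximal FRET and 100% = peptide-only background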
# ERa SRC1 inh – ERα–SRC-1 coactivator interaction inhibitors, primary screen, biochemical, TR-FRET, ERα LBD, estradiol-bound | Estrogen receptor (Homo sapiens), P03372 | 86,000 tested, 1.7% active | inhibition, % at 25.6 µM | TR-FRET ER-alpha LBD / SRC-1 peptide; in the data active means inhibition above about 50%;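 further: 0% = receptor plus peptide control and 100% = peptide only without receptor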
# Mac1 fbg enh – enhancers of CD11b/CD18 adhesion to fibrinogen, primary screen, K562 cells, luminescence; Integrin beta-2 (Homo sapiens) + Integrin alpha-M (Homo sapiens), P05107+P11215; ATPlite luminescence; 93,000 tested, 0.07% active; activation, % at 10 µM;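 active means 10 µM primary screen giving 50% or more activity, confirmed by 40% or more on retest at that dose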; further: strong numbers were not always called active
# Target sequence (P05107 whole entry, looked up, other chains not shown): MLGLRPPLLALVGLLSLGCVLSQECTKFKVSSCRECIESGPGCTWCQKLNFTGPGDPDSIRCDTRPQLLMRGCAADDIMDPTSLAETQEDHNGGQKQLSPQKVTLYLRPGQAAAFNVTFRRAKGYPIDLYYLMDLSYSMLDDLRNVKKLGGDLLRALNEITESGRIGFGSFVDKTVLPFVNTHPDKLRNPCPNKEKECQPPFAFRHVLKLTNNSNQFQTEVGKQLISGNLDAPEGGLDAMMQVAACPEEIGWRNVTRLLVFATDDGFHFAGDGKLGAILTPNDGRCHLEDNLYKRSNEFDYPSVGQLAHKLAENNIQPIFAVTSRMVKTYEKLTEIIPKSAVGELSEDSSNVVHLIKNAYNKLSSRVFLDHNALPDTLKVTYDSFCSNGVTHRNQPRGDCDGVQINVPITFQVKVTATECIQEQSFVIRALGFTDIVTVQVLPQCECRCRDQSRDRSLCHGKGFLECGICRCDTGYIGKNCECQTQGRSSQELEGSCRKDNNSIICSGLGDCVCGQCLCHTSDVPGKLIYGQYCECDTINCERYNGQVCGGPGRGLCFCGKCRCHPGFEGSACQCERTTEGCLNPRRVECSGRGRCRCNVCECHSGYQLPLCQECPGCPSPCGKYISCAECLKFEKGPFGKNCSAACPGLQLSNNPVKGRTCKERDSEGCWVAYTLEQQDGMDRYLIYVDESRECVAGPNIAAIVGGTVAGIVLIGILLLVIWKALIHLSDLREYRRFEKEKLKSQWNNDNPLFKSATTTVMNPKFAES
# MT1-MMP txn act – MT1-MMP promoter reporter activation – cell-based, luciferase luminescence, primary screen; HT1080 MT1-MMP promoter luciferase reporter, overnight; stronger effect = higher value; AID 750, 2007; activation factor at 10 µM; 86,000 tested, 0.16% active;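 active means activation factor of at least 2 for MT1-MMP transcription at 10 µM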
# Active calls of the source: *; · = not tested or not shown; [ ] = another dose, or the depositor's remark. Not all compounds are listed; rates above refer to the full screens.
cpd	compound	ERb coact inh	H69AR inhibit	ERa coact pot	HUVEC prolif 384	Lung fibro prol
1	O=S(=O)(c1ccc(F)c(Cl)c1)N1CCCC1	5	92	90	92	100
2	Cc1ncoc1C(=O)Nc1ccc(Oc2ccccc2)cc1	9	87	95	92	97
3	COc1ccc2nc3oc(C(=O)N4CCCCC4)cc3cc2c1	-1[fluorescence artefact?]	79	116[fluorescence artefact?]	107	106
4	O=S(=O)(N1CCCCC1)N1CCN(S(=O)(=O)N2CCCCC2)CC1	-8	94	111	94	92
5	Cn1nnnc1SCC(=O)Nc1ccccn1	2	94	124	111	100
6	Cc1ccc2nsnc2c1NC(=O)c1ccc2c(c1)OCCO2	23	100	65	86	99
7	CCCCCCCCOc1ccc(C2OC34CCCCC3C(C#N)(C#N)C2(C#N)C(=N)O4)cc1 (centres undefined)	1	40	102	91	87
8	O=C(O)CCC(=O)N(Cc1ccco1)c1nc(-c2ccccc2)cs1	8[fluorescence artefact?]	88	78	98	90

cpd	Smad3 FoxH1 inh	ERa SRC1 inh	Mac1 fbg enh	MT1-MMP txn act
1	-5	-3	-5	1.3
2	-2	4[fluorescence artefact?]	-2	1.7
3	1	-5	·	1.4
4	7	-9	-2	1.1
5	2	2	-1	1.1
6	12	16	-1	1
7	1	-4	-4	1.1
8	-2	8	-4	1

# Remaining list, next part.
cpd	compound	ERb coact inh	H69AR inhibit	ERa coact pot	HUVEC prolif 384	Lung fibro prol
9	Cc1ccnc(NC(=O)C2CCN(S(=O)(=O)c3cccc4nsnc34)CC2)c1	-5	91	120	94	117
10	COc1cccc(/C=N/NC(N)=S)c1OS(=O)(=O)c1ccccc1	-13	82	110	96	86
11	O=C(O)C1CCCCC1C(=O)Nc1ccccc1F (centres undefined)	-5[fluorescence artefact?]	83	109	108	105
12	Cc1ccc(S(=O)(=O)N2CCN(S(=O)(=O)N3CCOCC3)CC2)cc1	-6	93	98[fluorescence artefact?]	94	101
13	CCN1C(=O)/C(=C2/C=CC=CN2C)OC1=S	-6	103	90	96	91
14	Cc1sc2ncn3ncnc3c2c1C	-1	92	118[fluorescence artefact?]	90	103
15	CCN(CC)c1nc2n(c(=O)n1)CCN2CC	4[fluorescence artefact?]	86	107	84	88
16	COc1ccccc1N1CCN(C(=O)/C=C/c2ccccc2)CC1	-4	92	103	97	95

cpd	Smad3 FoxH1 inh	ERa SRC1 inh	Mac1 fbg enh	MT1-MMP txn act
9	6	-15	0	0.9
10	2	12	·	1.2
11	2	-7	0	1.4
12	-9	-7	·	1.2
13	0	-2	-4	1.2
14	3[fluorescence artefact?]	-9	-7	1.1
15	2	7[fluorescence artefact?]	0	1
16	2	1	·	1

# New compounds follow
cpd	compound	ERb coact inh	H69AR inhibit	ERa coact pot	HUVEC prolif 384	Lung fibro prol
17	Cc1ccc(C(=O)Nc2ccc(S(=O)(=O)N3CCc4ccccc4C3)cc2)o1	-1	73	110	89	107
18	O=C(c1n[nH]c(=O)c2ccccc12)N1CCN(C2c3ccccc3-c3ccccc32)CC1	-1	82	89	77	94
19	COc1ccc(C2C(=O)N(C3CCCCC3)CC(=O)N2C2CCCC2)cc1 (centres undefined)	-1	50	110	101	93
20	N=c1c(C(=O)NCc2ccc3c(c2)OCO3)cc2c(=O)n3ccccc3nc2n1Cc1cccnc1	57*	72	4[fluorescence artefact?]	87	92
21	O=C(OCC(=O)N1CCN(C(=O)c2ccco2)CC1)c1cn(-c2ccccc2)nc1-c1ccccc1	2	56	101	87	91
22	N#CCSc1nc2[nH]ncc2c(=O)n1-c1ccccc1Br	-1	95	104	99	95
23	CCOC(=O)C1CCN(S(=O)(=O)c2ccc(OC)c(OC)c2)CC1	-3	110	110	104	107
24	CCOc1ccc2nc(NC(=O)c3ccoc3C)sc2c1	-4	20*	87	42	35*

cpd	Smad3 FoxH1 inh	ERa SRC1 inh	Mac1 fbg enh	MT1-MMP txn act
17	6	9[fluorescence artefact?]	4	1.1
18	-2	3	·	·
19	-3	21	·	1.1
20	13	92*[fluorescence artefact?]	72	1.2
21	1	-3	0	1.1
22	-1	0	·	1
23	5	-2	1	1.3
24	7	0	-4	·

# A few values from above.
# Smad3 FoxH1 inh, O=S(=O)(N1CCCCC1)N1CCN(S(=O)(=O)N2CCCCC2)CC1 reads 7
# Lung fibro prol, O=C(O)C1CCCCC1C(=O)Nc1ccccc1F (centres undefined) reads 105
# Smad3 FoxH1 inh, O=C(OCC(=O)N1CCN(C(=O)c2ccco2)CC1)c1cn(-c2ccccc2)nc1-c1ccccc1 reads 1
# H69AR inhibit, Cc1ccc(C(=O)Nc2ccc(S(=O)(=O)N3CCc4ccccc4C3)cc2)o1 reads 73

# Continuation:
cpd	compound	ERb coact inh	H69AR inhibit	ERa coact pot	HUVEC prolif 384	Lung fibro prol
25	COc1ccc(S(=O)(=O)N(CC(=O)N2CCN(C)CC2)c2ccccc2)cc1OC	-9	·	122	100	90
26	O=C(CN1CCOCC1)N1CCc2ccccc2C(c2ccccc2)C1 (centres undefined)	-13	92	94	98	101
27	CCOCCn1c(CN(Cc2ccccc2)Cc2ccccc2)nc2c1c(=O)n(C)c(=O)n2C	-6[fluorescence artefact?]	87	77	79	99
28	O=c1c2ccccc2c2ccccc2c(=O)n1CC1CCCO1 (centres undefined)	-2[fluorescence artefact?]	84	120[fluorescence artefact?]	83	97
29	O=C(Cn1c(=O)oc2ccccc21)Nc1ccc2c(c1)OCCO2	3	95	102	93	99
30	COc1ccc(-c2cccc(C(=O)NCC(=O)O)c2)cc1	0[fluorescence artefact?]	93	112	86	101
31	Cc1c(/C(O)=C2/C(=O)C(=O)N(CCN3CCOCC3)C2c2cccs2)cnn1-c1ccccc1 (centres undefined)	-6	97	108	109	110
32	CC(C)NC(=O)CN(CCc1ccccc1)S(C)(=O)=O	-7	122	89	97	94

cpd	Smad3 FoxH1 inh	ERa SRC1 inh	Mac1 fbg enh	MT1-MMP txn act
25	-3	-9	-5	1.2
26	0	-15	3	1.1
27	1	22[fluorescence artefact?]	7	1
28	5[fluorescence artefact?]	2	-2	1.2
29	13[fluorescence artefact?]	-12	3	1.1
30	5	2[fluorescence artefact?]	2	1.1
31	-1	-8	12	1.2
32	-2	-5	2	1.1

# In another format: results already given
no. | smiles | ERb coact inh | H69AR inhibit | ERa coact pot | HUVEC prolif 384 | Lung fibro prol | Smad3 FoxH1 inh | ERa SRC1 inh | Mac1 fbg enh | MT1-MMP txn act
27 | CCOCCn1c(CN(Cc2ccccc2)Cc2ccccc2)nc2c1c(=O)n(C)c(=O)n2C | -6[fluorescence artefact?] | 87 | 77 | 79 | 99 | 1 | 22[fluorescence artefact?] | 7 | 1
28 | O=c1c2ccccc2c2ccccc2c(=O)n1CC1CCCO1 (centres undefined) | -2[fluorescence artefact?] | 84 | 120[fluorescence artefact?] | 83 | 97 | 5[fluorescence artefact?] | 2 | -2 | 1.2
29 | O=C(Cn1c(=O)oc2ccccc21)Nc1ccc2c(c1)OCCO2 | 3 | 95 | 102 | 93 | 99 | 13[fluorescence artefact?] | -12 | 3 | 1.1
30 | COc1ccc(-c2cccc(C(=O)NCC(=O)O)c2)cc1 | 0[fluorescence artefact?] | 93 | 112 | 86 | 101 | 5 | 2[fluorescence artefact?] | 2 | 1.1
31 | Cc1c(/C(O)=C2/C(=O)C(=O)N(CCN3CCOCC3)C2c2cccs2)cnn1-c1ccccc1 (centres undefined) | -6 | 97 | 108 | 109 | 110 | -1 | -8 | 12 | 1.2

# With a hit mark in ERb coact inh, of those listed so far:
entry | Structure | ERb coact inh | ERa coact pot | Smad3 FoxH1 inh | ERa SRC1 inh | Mac1 fbg enh | MT1-MMP txn act
20 | N=c1c(C(=O)NCc2ccc3c(c2)OCO3)cc2c(=O)n3ccccc3nc2n1Cc1cccnc1 | 57* | 4[fluorescence artefact?] | 13 | 92*[fluorescence artefact?] | 72 | 1.2

# Next compounds follow.
cpd	compound	ERb coact inh	H69AR inhibit	ERa coact pot	HUVEC prolif 384	Lung fibro prol
33	Clc1cccc(CSc2nnc(-c3ccccn3)n2Cc2ccco2)c1	-1	71	83	112	91
34	COc1ccc(NC(=O)NCc2ccccn2)cc1	-27	97	101	84	101
35	COc1ccc2ccccc2c1CN1CCN(C(=O)c2ccccc2)CC1	3	73	94	101	97
36	CCOc1ccc(NC(=O)CSc2nnnn2CC(=O)O)cc1	6[fluorescence artefact?]	103	88	108	109
37	Cc1c(NC(=O)C2CCN(S(=O)(=O)c3ccc(Cl)cc3)CC2)c(=O)n(-c2ccccc2)n1C	-14	93	104[fluorescence artefact?]	106	97
38	CC(C)C1C(C#N)=C(N)Oc2n[nH]c(-c3ccccc3)c21 (centres undefined)	13	88	79	98	97
39	CCn1c(SCC(N)=O)nc2sc3c(c2c1=O)CCCC3	-9	88	102	103	83
40	Cc1csc2c(=O)n3c(nc12)CCCCC3	-7	100	105	99	97

cpd	Smad3 FoxH1 inh	ERa SRC1 inh	Mac1 fbg enh	MT1-MMP txn act
33	23[fluorescence artefact?]	-6	-1	1.1
34	2[fluorescence artefact?]	-22	·	1.1
35	5	7	0	1.1
36	-21	24[fluorescence artefact?]	·	1
37	-4	-5	·	1.1
38	12	-2	·	1
39	5	3	-1	·
40	2	-25	-2	1.2

# The listing continues.
cpd	compound	ERb coact inh	H69AR inhibit	ERa coact pot	HUVEC prolif 384	Lung fibro prol
41	Cc1ccc(P(=O)(CC(=O)O)c2ccc(C)cc2)cc1	-4	94	133	87	97
42	COc1ccccc1OCCSc1nnnn1-c1ccc(C)cc1	-2	91	104	105	101
43	CC1CCN(c2nc3c(c(=O)n(C)c(=O)n3C)n2Cc2ccccc2)CC1	-2	71	110	86	95
44	Cc1ccc(C(=O)Nc2ccc(S(=O)(=O)N3CCc4ccccc43)cc2)o1	-5	84	105	87	95
45	Cc1onc(-c2c(Cl)cccc2Cl)c1C(=O)NCCCN1CCOCC1	-19	86	113	104	104
46	O=C(Nc1ccc(O)cc1)C1CC=CCC1 (centres undefined)	68*	96	18[fluorescence artefact?]	86	97
47	Cc1nn(CC(=O)O)c(C)c1C	-4[fluorescence artefact?]	95	127	92	101
48	O=C(O)c1cc2cc(OCc3ccccc3)ccc2[nH]1	0[fluorescence artefact?]	87	108	81	96

cpd	Smad3 FoxH1 inh	ERa SRC1 inh	Mac1 fbg enh	MT1-MMP txn act
41	3	-17	-1	1.2
42	7[fluorescence artefact?]	-7	5	1.5
43	0	2	3	1.1
44	20	-6	-5	·
45	7[fluorescence artefact?]	-21	-4	1.2
46	18	44[fluorescence artefact?]	11	1.2
47	-4	3	0	1.3
48	4[fluorescence artefact?]	-1[fluorescence artefact?]	2	1.1

# Compound activity as filed in PubChem.
